TDP1 block = blocks human tyrosyl-DNA phosphodiesterase 1; recombinant TDP1, AlphaScreen DNA substrate cleavage; Potency, µM (top dose mostly 130 µM), without a hit: top-dose activity change, negative = inhibition, actives largely listed as inhibitors; actives 0.28% (n = 350,000); further: nearly all actives have a fitted effect of over 40% in size
Target sequence (Q9NUW8 whole entry, looked up): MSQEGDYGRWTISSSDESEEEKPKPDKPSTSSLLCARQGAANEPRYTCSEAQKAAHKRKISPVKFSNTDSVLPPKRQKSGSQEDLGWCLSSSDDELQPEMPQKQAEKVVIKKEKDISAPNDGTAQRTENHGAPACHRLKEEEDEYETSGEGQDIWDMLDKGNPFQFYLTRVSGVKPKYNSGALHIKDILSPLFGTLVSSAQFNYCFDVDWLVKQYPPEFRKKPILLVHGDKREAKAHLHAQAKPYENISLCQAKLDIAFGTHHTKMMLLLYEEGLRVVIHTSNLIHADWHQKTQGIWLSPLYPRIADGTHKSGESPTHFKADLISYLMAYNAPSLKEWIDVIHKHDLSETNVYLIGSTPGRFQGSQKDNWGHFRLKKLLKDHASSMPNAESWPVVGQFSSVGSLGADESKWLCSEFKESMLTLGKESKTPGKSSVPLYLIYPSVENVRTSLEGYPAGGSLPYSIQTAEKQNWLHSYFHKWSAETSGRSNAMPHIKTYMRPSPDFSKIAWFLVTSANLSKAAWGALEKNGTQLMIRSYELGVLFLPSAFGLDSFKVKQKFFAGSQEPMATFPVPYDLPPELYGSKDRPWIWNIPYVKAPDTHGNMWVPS
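Enzyme-compound mixtures sat 15 min at room temperature, followed by a 5 min reaction with 15 nM final substrate and 10 min with AlphaScreen beads. Recombinant human Tdp1 was used at 1 nM final.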
FEN1 inhibitor = human FEN1 inhibition | P39748 | Recombinant FEN1 flap cleavage, fluorescence, 15 min | Potency, µM (series often up to 114 µM), inactives show at the top dose activity change, negative = inhibition, actives largely listed as inhibitors | actives 0.35% (n = 390,000) | AID 588795; further: nearly all actives have a fitted effect of over 65% in size
Target sequence (P39748 whole entry, looked up): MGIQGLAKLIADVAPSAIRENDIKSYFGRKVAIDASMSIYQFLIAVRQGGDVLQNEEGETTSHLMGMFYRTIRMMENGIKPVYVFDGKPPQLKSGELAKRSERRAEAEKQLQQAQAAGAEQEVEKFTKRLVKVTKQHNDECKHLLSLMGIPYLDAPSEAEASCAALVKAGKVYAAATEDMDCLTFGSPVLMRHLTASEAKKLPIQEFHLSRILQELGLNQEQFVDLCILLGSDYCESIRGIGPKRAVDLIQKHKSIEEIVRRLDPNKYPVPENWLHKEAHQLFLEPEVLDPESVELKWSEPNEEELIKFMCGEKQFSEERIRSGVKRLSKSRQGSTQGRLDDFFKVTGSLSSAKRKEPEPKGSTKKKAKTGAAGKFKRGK
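Quantitative HTS format: each compound was titrated, incubated with 10 nM nuclease for 15 min at room temperature, then challenged with flap substrate at 50 nM final. Signal change over 15 min gave concentration–effect curves.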
N370S GC = inhibits or activates N370S mutant glucocerebrosidase. P04062. N370S GC spleen homogenate, 4MU-glucoside fluorescence. Potency, µM (doses to about 59.4 µM), without a hit: at the highest dose activity change, negative = inhibition, most hits filed as inhibitors. actives 0.092% (n = 330,000). AID 2101;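 further: 0% = full enzyme activity and -100% = no enzyme basal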
An asterisk follows results filed as active; ? = inconclusive; / = not tested or not shown; & = joins results of further samples; [ ] = another dose, or the depositor's remark. The call rests on the fitted dose curve; in most records, active means well fitted curve in the direction sought with a large enough effect; inconclusive means small, poorly fitted or top-dose-only effect, or another doubt; inactive means no such curve, though single readings can be large; an effect the other way counts as inactive or inconclusive. Unless noted, on the % scale 0 is the no-effect control and ±100 the full control effect; potency means the concentration at half of the fitted maximal effect.

TDP1 block	FEN1 inhibitor	N370S GC	smiles
14%	/	-7%	COC(=O)CC1C(C)(C)C(=O)C2CC3=C4CC(=O)OC(c5ccoc5)[C@]4(C)CCC3[C@@]1(C)C2=O (some centres not stated)
2%	-2%	/	O=C(Nc1nnc(SCc2ccc(F)cc2)s1)C1=COCCO1
4%	-5%	6%	Cc1cc(NC(=O)c2ccc3c(c2)C(=O)N(CC(C)C)C3=O)no1
1%	-4%	/	COc1cc(OC)c(OC)cc1CN1CCc2nc(N3CCN(c4ncccn4)CC3)ncc2C1
-1%	-6%	5%	Cc1ccc(/C=N/NC(=O)CNC(=O)COc2ccccc2)cc1
3%	7%	/	Cc1cccc(N2CCN(C(=O)Nc3ccc(F)cc3)CC2C)c1 (configuration not stated)
2%	4%	-10%	Cc1ccc(S(=O)(=O)N2CCN(C(=O)c3c(-c4ccccc4)noc3C)CC2)c(C)c1
6%	-4%	4%	Cc1cc(OCC(=O)NNC(=S)NC(=O)c2cccs2)ccc1Cl
4%	-4%	/	COc1ccc(S(=O)(=O)N(C)C[C@H]2Oc3ccc(NC(=O)Cn4cnnn4)cc3C(=O)N([C@H](C)CO)C[C@@H]2C)cc1
-3%	4%	/	COc1ccc(-c2nnc(SCC(=O)Nc3ccccc3C)o2)cc1OC
-5%[56.1 µM]	3%	/	Cc1ccccc1-c1ccccc1CN1[C@@H](C(C)C)COCCS1(=O)=O
0%	-12%	-3%	CCOC(=O)c1ccccc1NC(=O)COC(=O)CCNS(=O)(=O)c1ccccc1

Some of these compounds in order of length of the SMILES, largest number first.
TDP1 block	FEN1 inhibitor	N370S GC	smiles
4%	-4%	/	COc1ccc(S(=O)(=O)N(C)C[C@H]2Oc3ccc(NC(=O)Cn4cnnn4)cc3C(=O)N([C@H](C)CO)C[C@@H]2C)cc1
2%	4%	-10%	Cc1ccc(S(=O)(=O)N2CCN(C(=O)c3c(-c4ccccc4)noc3C)CC2)c(C)c1
-1%	-6%	5%	Cc1ccc(/C=N/NC(=O)CNC(=O)COc2ccccc2)cc1

(cont.)
TDP1 block	FEN1 inhibitor	N370S GC	smiles
-8%	0%	/	O=C(Nc1ccc(N2CCC(N3CCCCC3)CC2)c(C(=O)O)c1)c1ccccc1
2%	-5%	2%	Cn1cc(SCC(=O)NCCc2ccccc2)c2ccccc21
13%	/	0%	CN(C)Cc1nc(-c2cn(C)c3ccccc23)no1
-3%[56.1 µM]	10%	11%	C=CCSc1nnc(-c2ccccc2NC(C)=O)c(=O)[nH]1
-6%	-11%	3%	Cc1nc2c(cc1C#N)C(=O)c1ccccc1-2
/	-12%	-11%	Nn1cnnc1N/N=C/c1ccccc1C(F)(F)F
/	5%	1%	c1ccc2c(Nc3nncs3)c3ccccc3nc2c1
-5%	9%	/	CCc1ccc(OC(=O)c2sc3ncn(Cc4cccc(F)c4)c(=O)c3c2C)cc1
-4%[21 µM]	/	5%[12.8 µM]	COC(=O)NC(CC(C)=O)c1cccc(C)c1 (configuration not stated)
5%	-6%	/	Cc1ccc(Cl)cc1-n1ncc2c(NC3CCCCCC3)ncnc21
3%	2%	-16%	CC(=O)N/C(=C/c1ccc2c(c1)OCO2)C(=O)NCCO
6%	5%	-10%	COc1cc(-c2cc(C(=O)O)c3c(OC)c(OC)c(OC)cc3n2)ccc1O
8%	4%	-3%	CC(C)Cc1nc2oc3c(N4CCN(CCO)CC4)ncnc3c2c2c1CCCC2
8%	1%	-8%	Cc1ccc(-c2nnc(SCC(=O)N/N=C/c3c(C)nn(-c4ccccc4)c3C)n2-c2ccc(C)cc2)cc1
1%	6%	15%	N#Cc1ccc(OCC(=O)NC2=NCCS2)cc1
-4%	-3%	-2%	CCCCNC(=O)COC(=O)CCC(=O)c1ccc(Cl)cc1
-6%	-7%	2%	CSc1cccc(NC(=O)CCCOc2ccc(Cl)cc2C)c1
8%	-23%	-1%	Cc1onc(-c2c(Cl)cccc2Cl)c1C(=O)Nc1ccc2c(c1)OCCO2
-11%	-1%	/	CCCc1cc(=O)oc2cc(C)c3c(-c4ccccc4)coc3c12
3%	3%	-1%	Cc1cccc(C(=O)OCC(=O)Nc2nnc(-c3ccccc3)o2)c1O
4%	-8%	-14%	CCOC(=O)CC1(NC(=O)c2cc(COc3cncc(Cl)c3)on2)CCCCC1
2%	-6%	5%	CCOP(=O)(c1ccccc1)c1nc(-c2ccc(F)cc2)oc1N1CCCCC1 (configuration not stated)
5%	9%	-18%	Cc1ccc(C)n1-c1ccc(N2CCOCC2)c(Br)c1
2%	1%	2%	N#Cc1cn(CC(=O)N2CCCc3ccccc32)c2ccccc12
3%	-6%	-1%	COc1ccc(OCC(O)CN2CCc3ccccc3C2)cc1 (configuration not stated)
-3%[12.3 µM]	-1%	/	COc1ccc(-c2cc(C(=O)Oc3ccc(C)cc3)c3ccccc3n2)cc1
-2%	6%	-1%	CC1(C)CC(=O)C2=C(C1)N(CC1CCCO1)C(=O)NC2(C(F)(F)F)C(F)(F)F (configuration not stated)
5%	-3%	7%	CCOc1ccc(-c2nnn(CC(=O)N3CCCC(C)C3)n2)cc1 (configuration not stated)
3%	13%	/	O=C(CC(=O)Nc1ccccc1F)Nc1ccc2nc3n(c(=O)c2c1)CCCCC3
9%&6%	/	29%&-6%	CN=C(NC#N)NCCSCc1csc(N=C(N)N)n1
10%	-5%	13%	CC[N+]1(C)CC2CCC(C)(C1)C2(C)C (configuration not stated)
6%	0%	-4%	COc1ccc(NS(=O)(=O)c2ccc(C)c(C(=O)N(C)CCc3ccc(OC)c(OC)c3)c2)cc1
/	0%	-14%	CCc1ccc(NC(=O)Cn2c(=O)n(CCC(=O)NC3CCN(Cc4ccccc4)CC3)c(=O)c3ccccc32)cc1
/	?	-10%	CCN(CC)C(=O)COC(=O)c1cc(-c2ccco2)nc2ccccc12
/	0%	-1%	Cc1c(C(=O)O/N=C(\N)c2ccccn2)cccc1[N+](=O)[O-]
-7%	-17%	/	Cc1cccc(-c2nc(NCCCN3CCOCC3)c3ccccc3n2)c1
/	5%	-5%	Nn1cnnc1N/N=C/c1cccc(Cl)c1Cl
1%	-7%	3%	C=CCN1C(=O)C2C(C(=O)NCc3ccccc3)C3C=CC2(O3)C1C(=O)NC(C)(C)C (configuration not stated)
/	-7%	-10%	COc1cc(CCC(=O)NCc2ccc(F)cc2)cc(OC)c1OC
3%	-6%	1%	Fc1cccc(Nc2ncnc3[nH]ncc23)c1
-16%	-3%	2%	Cc1ccc(CNC(=O)CSc2nc(=O)n3ccccc3n2)cc1
7%	11%	/	N#Cc1cccc(NC(=O)CCNS(=O)(=O)c2ccc3c(c2)CCN3C(=O)C2CC2)c1
0%	-1%	/	Cc1cc(C)n(CC(=O)NNC(=O)c2ccc(OC(F)(F)F)cc2)n1
1%	13%	-16%	Cc1nc2c(-c3ccc(F)cc3)c(C)nn2c(C)c1CCC(=O)NCCN1CCOCC1
1%	20%	/	O=C(CCl)Nc1cccc(S(=O)(=O)NC2=NCCCCC2)c1
-2%	-12%	-5%	CC(=O)Nc1cccc(/C(C)=N/NS(=O)(=O)c2ccccc2)c1
0%	-3%	-12%	Cc1cc(C)n(CC(=O)N2CCCC(N3CCN(Cc4ccc5c(c4)OCO5)CC3)C2)n1 (configuration not stated)
/	8%	-24%	CC(=O)n1cc(/C=N/NC(=O)c2ccccc2O)c2ccccc21

Compounds listed so far containing an NH in an aromatic ring:
TDP1 block	FEN1 inhibitor	N370S GC	smiles
-3%[56.1 µM]	10%	11%	C=CCSc1nnc(-c2ccccc2NC(C)=O)c(=O)[nH]1
3%	-6%	1%	Fc1cccc(Nc2ncnc3[nH]ncc23)c1

Additional entries:
TDP1 block	FEN1 inhibitor	N370S GC	smiles
-2%	-7%	1%	COc1cccc(C(C)NC(=O)Nc2ccccc2Cl)c1 (configuration not stated)
-6%	1%	10%	CCn1c(COc2ccccc2)nnc1SCc1ccc(C#N)cc1
3%	9%	-1%	O=C(Nc1ccc(Br)cc1)c1cccc(S(=O)(=O)Nc2ccccn2)c1
/	1%	-11%	O=C(c1ccc(Cl)cc1)c1ccc(Oc2cc(NN3CCCCC3)c([N+](=O)[O-])cc2[N+](=O)[O-])cc1
-1%[0.0935 µM]	7%	-2%	COc1ccc(/C=C(\C#N)C(=O)NCc2ccccc2)cc1O
9%	/	-16%	CN(CCO)c1nc(N)c2c(N)nc3c(c2c1C#N)CC(=O)N3C1CCCC1
/	-7%	-9%	CCN(CC)CC1C(=O)N(c2ccc(OC)cc2)C1c1ccccc1 (configuration not stated)
8%	?	14%	CCc1ccc(-c2cc(C(=O)N/N=C/c3c[nH]c4ccccc34)[nH]n2)cc1
5%	1%	-3%	Cc1ccccc1-c1nc(CN2CCN(C(=O)c3ccco3)CC2)c(C)o1
-2%	7%	-5%	Cc1ccc(Sc2c(C)nn(C(=O)c3cccc(S(=O)(=O)N4CCOCC4)c3)c2C)cc1
1%	17%	2%	Oc1ccccc1/C=N/n1cnn(Cc2ccccc2Cl)c1=S
/	15%	-6%	COc1cc2c(cc1C1C(C#N)=C(N)OC3=C1C(=O)CC(C)(C)C3)OCO2 (configuration not stated)

Quoted from the listing.
TDP1 block result of CCc1ccc(-c2cc(C(=O)N/N=C/c3c[nH]c4ccccc34)[nH]n2)cc1 is entered as 8%
TDP1 block result of Cc1ccc(Sc2c(C)nn(C(=O)c3cccc(S(=O)(=O)N4CCOCC4)c3)c2C)cc1 is entered as -2%
N370S GC result of O=C(Nc1ccc(Br)cc1)c1cccc(S(=O)(=O)Nc2ccccn2)c1 is entered as -1%
TDP1 block result of CN(CCO)c1nc(N)c2c(N)nc3c(c2c1C#N)CC(=O)N3C1CCCC1 is entered as 9%
N370S GC result of COc1cccc(C(C)NC(=O)Nc2ccccc2Cl)c1 (configuration not stated) is entered as 1%
N370S GC result of CCN(CC)CC1C(=O)N(c2ccc(OC)cc2)C1c1ccccc1 (configuration not stated) is entered as -9%
N370S GC result of O=C(c1ccc(Cl)cc1)c1ccc(Oc2cc(NN3CCCCC3)c([N+](=O)[O-])cc2[N+](=O)[O-])cc1 is entered as -11%

Continued:
TDP1 block	FEN1 inhibitor	N370S GC	smiles
6%	5%	/	CNS(=O)(=O)c1cn(CC(=O)Nc2ccc(C)cc2C)cc1S(=O)(=O)NC
-1%	2%	?	Cc1cnn(-c2cc(N/N=C/c3ccccc3Cl)ncn2)c1
3%	18%	-4%	O=C(CCC(=O)c1ccc(F)cc1)NCc1ccccc1C(F)(F)F
5%	0%	/	CCOC(=O)c1ccc(N2C(=O)c3n[nH]c(C)c3C2c2cccc(Br)c2)cc1 (configuration not stated)
/	5%	-5%	Cc1cc(C)cc(Oc2ccc(S(=O)(=O)N3CCN(C)CC3)cn2)c1
0%	-4%	2%	Cc1ccccc1NC(=O)Cc1nnc(SCC(=O)N2CCN(c3ccccc3)CC2)n1C
4%	-4%	0%	CC(C)(C)c1ccc(CCC2OCC(C[N+]3(C)CCOCC3)O2)cc1 (configuration not stated)
5%	7%	7%	CC1(C)CC(NCCN2CCN(C3=CC(=C(C#N)C#N)CC(C)(C)C3)CC2)=CC(=C(C#N)C#N)C1
2%	-4%	/	Cn1cc(S(=O)(=O)c2ccccc2)c(=O)c2cc(F)c(N3CCCC3)cc21
5%	-12%	8%	O=C1C2C(c3ccccc3)C=CC(c3ccccc3)C2C(=O)N1c1ccncc1 (configuration not stated)
-2%	-6%	-5%	O=C(Nc1nc(-c2ccc(Cl)s2)cs1)c1cccs1
3%	25%	-3%	CCc1ccccc1NC(=O)N1CCc2ccccc2C1
3%	-22%	1%	O=C(Nc1cccc(Cl)c1)Nc1cc(S(=O)(=O)N2CCCCC2)ccc1Cl
7%	/	-2%	C=C1C[C@H](OC(=O)C(C)(O)CCl)C2C(=C)C(=O)O[C@@H]2C2C1C[C@H](O)[C@]2(O)CCl (some centres not stated)
0%	4%	/	Cc1cccc(NC(=O)CNC(=O)COC(=O)c2ccc(C(C)(C)C)cc2)c1C
7%	/	-4%	COCCNc1nc(C)nc2c1nc(-c1ccccc1)n2C1CCN(Cc2ccccc2)C1 (configuration not stated)
-9%	-11%	4%	COC(=O)c1ccc(CSc2nc3c(cnn3-c3ccc(F)cc3)c(=O)[nH]2)o1
3%	12%	-7%	CN(CC(=O)Nc1ccc(F)cc1)C(=O)c1ccccc1OCc1ccc(F)cc1
0%	1%	-11%	CCOC(=O)C1=C(COc2ccc(C)cc2)NC(=O)NC1c1cc(C)ccc1C (configuration not stated)
7%	-13%	18%	Cn1c(CO)c(-c2ccccc2)c2cc([N+](=O)[O-])ccc21
3%	-19%	0%	NS(=O)(=O)c1ccc(NC(=S)NNC(=O)CCC(=O)Nc2ccccc2Cl)cc1
-3%	-15%	7%	CN(c1ccc(OCC(=O)OCC(=O)Nc2cccc([N+](=O)[O-])c2)cc1)S(=O)(=O)c1ccc(F)cc1
0%	?	/	COc1ccccc1N1CCN(C(CNC(=O)C(=O)NCCc2ccccc2)c2cccnc2)CC1 (configuration not stated)
5%	1%	/	CC(=O)c1ccc(NC(=O)CN2C(=O)CN(C)C(=O)c3ccccc32)cc1
5%	-10%	-2%	COc1ccccc1/C=C/C(C)=O
2%	0%	-1%	Cc1cc(C(=O)C(=O)N(C)C)c(C)n1-c1ccc([N+](=O)[O-])cc1
